CAL PDZ FP-1 = CAL PDZ (human) peptide binding inhibition; inhibition, % at 24.9 µM; purified CAL PDZ, TMR-peptide fluorescence polarization, 1 h; AID 602252; Q9HD26; 300,000 compounds, 0.92% hits;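 active = mean inhibition of at least 30% with at least half of replicates also reaching 30%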;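 note: 0% = DMSO neutral control and 100% = excess unlabeled competitor peptide PRC23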
V-ATPase pHluor = regulators of yeast V-ATPase proton transport; S. cerevisiae, pHLuorin cytosolic pH fluorescence; response, % at 10 µM; 350,000 compounds, 0.37% hits; in the data active = response mostly above about 7.3%, no sharp cut-off; inactive = mostly below about 5.4%; note: actives read high; inactives centre near 0; some compounds called inactive have numbers as strong as hits
Tat transport = inhibitors of E. coli Tat protein transport | E. coli MC4100 TorA-mCherry Tat export, fluorescence | inhibition, % at 10 µM | 340,000 compounds, 0.036% hits | AID 488895;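 active = mean replicate inhibition at least 50% and at least half of replicates individually reaching 50%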;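 note: exported cargo escapes ClpAP degradation while cytoplasmic cargo is degraded and loses fluorescence; 0% = median of neutral control wells and 100% = median of NaSCN control wells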
Wnt act = Wnt/beta-catenin pathway activation | Wnt/beta-catenin reporter cell assay, activator, plate reader | activation, % at 9.35 µM | AID 743398 | 300,000 compounds, 1.2% hits; in the data active = activation above about 30%, passing the limit was not always enough;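 note: 0% = neutral control wells and 100% = positive control wells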
Rtt109 Vps75 = inhibitors of Candida albicans Rtt109/Vps75 histone acetyltransferase; inhibition, % at 34.9 µM; Q5AAJ8; 330,000 compounds, 0.16% hits; purified Rtt109/Vps75, ThioGlo CoA-SH fluorescence, 4 h; AID 540336;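 active = inhibition of at least 50% in every replicate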
Target sequence (Q5AAJ8 whole entry, looked up): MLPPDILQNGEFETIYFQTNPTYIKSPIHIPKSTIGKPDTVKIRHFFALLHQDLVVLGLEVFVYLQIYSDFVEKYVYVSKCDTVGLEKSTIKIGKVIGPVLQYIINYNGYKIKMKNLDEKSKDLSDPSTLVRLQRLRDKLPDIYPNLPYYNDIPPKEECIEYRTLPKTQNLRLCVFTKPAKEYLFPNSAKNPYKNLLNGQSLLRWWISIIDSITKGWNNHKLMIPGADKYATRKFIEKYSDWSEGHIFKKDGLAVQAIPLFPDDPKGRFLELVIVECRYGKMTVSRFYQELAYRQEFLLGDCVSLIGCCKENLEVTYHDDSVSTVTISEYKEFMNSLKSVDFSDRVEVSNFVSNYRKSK
CAL PDZ FP-2 = inhibitors of human CAL PDZ peptide binding; purified CAL PDZ, TMR-peptide fluorescence polarization, 1 h; inhibition, % at 20 µM; 330,000 compounds, 0.02% hits; AID 504414;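 active = highest replicate inhibition of at least 40%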;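 note: plate controls were DMSO neutral control wells for no effect and unlabeled competitor peptide control wells for full effect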
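Material: tagged CAL PDZ protein CerCALP, purified; buffer or medium: sodium phosphate/NaCl buffer pH 7.4 with TCEP, IgG, Thesit; also added: fluorescent TMR peptide probe; schedule: 1 h incubation at room temperature before polarization reading; technique: fluorescence polarization from S- and P-plane intensities, G-factor corrected; control set: unlabelled peptide and DMSO controls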
MITF act = MITF TRPM1 promoter activation in melanoma cells; SK-MEL-5 TRPM1-promoter luciferase, 24 h; % of positive control, neutral wells = 0; activation, % at 12.5 µM; 300,000 compounds, 0.75% hits; AID 588334;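 active = mean activation of at least 80% with every replicate also reaching 80%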;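 note: 0% = neutral control wells and 100% = parthenolide positive control wells; values of inactives mirror those of a sister screen read the other way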
CDK5 p35 inh = CDK5/p35 (human) kinase inhibition. Q00535+Q15078. Recombinant CDK5/p35, ADP-Glo luminescence, 60 min. inhibition, % at 10 µM. 330,000 compounds, 0.01% hits. AID 488839;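 active = highest replicate inhibition of at least 50% and at least 75% of replicates reaching 50%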;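 note: plate controls were DMSO neutral control for no effect and GW8510 at 10 µM for full effect; many of its hits are not listed in these tables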
cardiac RTF act = increases calcium sensitivity of human cardiac regulated thin filaments; P19429+P45379; IANBD-labeled TnC RTF fluorescence at EC20 calcium; 0% EC20 calcium, 100% full calcium; activation, % at 7.2 µM; 340,000 compounds, 0.24% hits; AID 493008;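 active = activation above the mean over all tested compounds plus 3 SD, cut at about 30% in these data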;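 note: rise in fluorescence read as greater calcium sensitivity of cardiac thin filaments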
dFosB activator = mouse delta FosB homodimer activation | purified delta FosB, TAMRA-CDK5 oligo fluorescence polarization; percent of positive-control signal above neutral wells | activation, % at 25 µM | 340,000 compounds, 0.99% hits | AID 493131;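 active = mean activation above about 17%, with every replicate also reaching it, limit read from the data, passing the limit was not always enough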;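 note: fluorescence polarization rise as delta FosB binds a TAMRA Cdk5 AP-1 oligo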
Target sequence (P13346 whole entry, looked up): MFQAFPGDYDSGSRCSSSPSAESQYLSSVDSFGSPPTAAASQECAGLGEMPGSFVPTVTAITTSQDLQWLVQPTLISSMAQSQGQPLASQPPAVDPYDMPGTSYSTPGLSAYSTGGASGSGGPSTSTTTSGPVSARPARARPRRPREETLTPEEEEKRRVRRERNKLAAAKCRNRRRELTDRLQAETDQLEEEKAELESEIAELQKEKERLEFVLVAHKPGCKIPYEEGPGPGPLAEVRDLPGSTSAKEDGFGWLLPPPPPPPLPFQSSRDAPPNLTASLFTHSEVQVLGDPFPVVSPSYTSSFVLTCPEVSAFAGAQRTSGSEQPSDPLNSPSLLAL
Numbers without * were called inactive; x = not tested or not shown.

SMILES	CAL PDZ FP-1	V-ATPase pHluor	Tat transport	Wnt act	Rtt109 Vps75	CAL PDZ FP-2	MITF act	CDK5 p35 inh	cardiac RTF act	dFosB activator
Nc1c(C(=O)NCc2ccc(F)cc2)c2nc3ccccc3nc2n1CCCN1CCOCC1	-9	1	24	x	-53	-0.3	10	1.4	-1	12
CC(=O)Nc1ccc(NC(=O)c2ccc(Cl)nc2)cc1	-2	3	-2	0	-4	-2.1	4	-2.5	1	-1
CC1CCN(CCC(=O)Nc2ccc(Cl)cc2)CC1	-2	-6	-1	-2	1	-0.1	5	-0.4	-1	-6
FC(F)(F)c1cccc(Cc2noc(CN3CCC(N4CCCCC4)CC3)n2)c1	-2	1	-3	-3	-6	-0.5	-2	0.6	0	-10
Cn1c(N2C(=O)CC(Cc3ccccc3)C2=O)nc2ccccc21 (stereo unspecified)	0	2	4	-2	4	0.0	-2	-0.6	10	9
COc1ccccc1C(=O)N/C(=C\c1ccc(Br)cc1)C(=O)NCCCO	x	1	-1	0	-4	-0.2	x	-4.2	-3	-5
O=C(O)c1ccc(CN2C(=O)c3ccc(C(=O)O)cc3C2=O)cc1	0	-2	0	1	-6	-2.1	0	1.2	7	-16
CC1CCC2(CC1)NC(=O)N(CC(=O)NCCc1ccc(F)cc1)C2=O (stereo unspecified)	-4	5	-8	10	-6	-1.1	21	0.9	-1	0
CN1C(=O)CSC1=NC12CC3CC(CC(C3)C1)C2	x	0	0	-4	-36	-0.6	2	-0.3	-8	-5
CCc1ccc(N2CC(C(=O)Nc3nc4ccc(S(C)(=O)=O)cc4s3)CC2=O)cc1 (stereo unspecified)	-4	2	16	1	10	-0.5	-3	0.3	-6	-16
Cc1c(NC(=O)CN2CCN(c3ccc(F)cc3)CC2)c(=O)n(-c2ccccc2)n1C	1	-2	-2	x	1	0.0	-8	0.3	0	3
O=C(COc1cccc(Cl)c1)NNC(=S)Nc1ccccc1	-2	-1	3	-2	8	-0.8	7	1.9	1	-8
Cc1ccc(NC(=O)CC2SC(=NC3CCCCC3)NC2=O)cc1 (stereo unspecified)	-3	2	-6	0	3	-1.1	-1	-0.7	3	-1
CCN(CC)S(=O)(=O)c1ccc(NC(=O)C2COc3ccccc3O2)cc1 (stereo unspecified)	-3	-4	-12	x	11	-1.8	15	1.7	-2	0
CC(C)C(=O)c1cn(CC(=O)O)c2ccccc12	0	-1	-7	0	11	-1.7	-16	2.1	4	-1
Cc1cccc(N2CCN(C(=O)C3CCN(S(=O)(=O)c4cccnc4)CC3)CC2)c1C	x	3	-1	-2	-3	0.8	-1	-2.8	1	-11
CCOc1cc(/C=C2\C(=N)N3N=C(CC)SC3=NC2=O)ccc1OCCOc1ccc(NC(C)=O)cc1	0	-108	-10	1	-7	-0.9	3	-1.8	-3	-5
CCN(CC(=O)Nc1ccccc1OC)CC(=O)Nc1sccc1C#N	-2	7	-9	-1	-7	-1.0	2	-2.0	1	-4
S=C1NC2CCCCC2N1 (stereo unspecified)	-5	-1	0	-9	-2	x	-8	3.4	-8	1
CC1CN(C(=O)c2cccs2)CCN1C(=O)c1cccs1 (stereo unspecified)	1	-5	-2	x	-16	-0.8	11	1.4	6	0
C/C(=N\N(c1ccccc1)c1ccccc1)c1ccco1	3	0	-3	-1	-2	0.5	13	0.0	6	-2
COc1ccc(CCNC(=O)COC(=O)c2cccn2C)cc1	x	2	-6	-3	5	-0.8	-2	-1.8	-7	-3
COc1cc(CCCN2C(N)=NC[C@@H]2c2ccccc2)cc(OC)c1OC	0	3	14	-5	-7	0.4	2	-1.3	-4	-6
CC(C)N(C(=O)CSc1nn2c(=O)c(C(C)(C)C)nnc2s1)c1ccccc1	-4	3	11	x	1	0.5	-12	1.8	4	-4
Cc1ccc(C(=O)C(C)N(C(=O)c2ccc(Cl)cc2Cl)N2C(=O)CCCC2=O)cc1 (stereo unspecified)	-2	8	-9	0	0	-2.4	-2	-1.3	0	-8
O=C(NCCc1ccccc1)C(=O)c1c(-c2ccccc2)[nH]c2ccccc12	x	-3	-1	-1	0	-1.0	x	0.5	4	4
O=C(CSc1nc2ccccc2o1)N1CCN(C(=O)c2ccco2)CC1	2	-4	-2	x	x	-1.7	5	-0.2	-3	-1
Cc1onc(-c2c(Cl)cccc2Cl)c1C(=O)O/N=C(\C#N)c1ccccc1	-1	-3	1	0	-4	-1.0	x	1.4	-2	-3
O=C(Nc1nnc(S(=O)(=O)N2CCOCC2)s1)c1ccccc1Cl	x	7	1	-6	-6	-0.9	9	-4.3	1	-3
COc1ccc(S(=O)(=O)N2CCN(CC(=O)Nc3ccc(F)c(F)c3)CC2)cc1	-6	0	-1	-1	14	1.1	x	-0.6	-3	1
CCOC(=O)c1c(S(=O)(=O)NCC(=O)N2CCN(c3ccccc3OC)CC2)c(C)n(C)c1C	-7	-3	-2	0	-5	-0.2	11	1.4	3	-6
CCN(CC)C(=O)c1ccc(CS(=O)(=O)Cc2ccccc2)cc1	-2	2	1	-1	-1	-1.2	-15	-1.8	-8	3
Cc1cccc(NCC(=O)N/N=C\c2cccc(Oc3ccccc3)c2)c1	1	1	5	-5	-7	-0.5	-18	1.2	1	-4
CN(C(=O)CSc1nc2c(c(=O)[nH]1)CCCC2)C1CCCCC1	-2	-1	-2	-5	-2	-1.6	-2	0.8	-3	-7
CN1CCN(NC(=O)c2ccc(Br)c(S(=O)(=O)N3CCOCC3)c2)CC1	-2	0	-6	-3	6	-0.4	1	0.3	9	-17
CCc1cc(=O)[nH]c(SCC(=O)N2CCCC2)n1	-6	-8	1	-3	-6	-0.6	8	-2.0	9	-8
Cc1c(C)n(Cc2ccccc2)c2ncnc(NCCN(C)C)c12	-2	-3	-6	-3	11	0.5	-4	0.4	-4	-7
O=C1c2cccc3cccc(c23)C(=O)N1c1nccs1	-5	3	2	x	13	x	5	0.0	-7	-3
CCOc1ccc(C(=O)CSCCC(=O)O)cc1	-3	9	-4	-3	-12	-3.0	-21	-0.7	-11	-2
Cn1c(=O)oc2cc(S(=O)(=O)NCc3cccnc3)ccc21	-1	-2	-1	9	-8	-1.5	-16	-0.9	4	4
COc1ccc(/C=N/n2cnnc2)cc1COc1ccccn1	-1	-2	2	-3	-34	0.6	-12	1.3	-5	-7
Cc1ccc(NC(=S)NNc2ncc(C(F)(F)F)cc2Cl)c(C)c1	-4	-2	11	x	-1	0.8	6	-5.1	10	-5
Cc1cnc(NC(=O)c2ccc(Cl)nc2)s1	6	0	6	29	5	-1.3	57	2.4	-2	-2
CCN1N=C(C)C=C(c2ccccc2)n2c1nc1ccccc12	0	0	-2	2	2	-2.4	-7	-0.7	-2	1
CN=C(C)c1c(O)c2ccccc2oc1=O	-4	-1	7	x	-4	-0.3	24	-1.4	5	-6
COC(=O)CCC(=O)OC1(C)C(=O)C=C2C=C(C3CC3)N(CCCCO)C=C2C1=O (stereo unspecified)	2	-2	0	2	14	0.8	-10	1.3	7	3
Cn1c(=O)c2c(ncn2CCc2ccccc2)n(C)c1=O	-2	4	-4	-2	4	-2.4	1	0.5	5	3
Cc1c(-c2n[nH]c(=S)n2-c2ccc(Br)cc2)nnn1-c1ccc(Cl)cc1	6	1	5	-2	x	-1.6	7	1.6	-2	-6
COc1ccc(-c2ccc(SCC(=O)NCc3ccco3)nn2)cc1OC	-4	0	-8	x	-35	x	10	1.2	-3	1
CCOC(=O)N1CCN(C(=O)CN(C)S(=O)(=O)c2ccc3c(c2)C(C)(C)C(=O)N3C)CC1	x	-1	-1	1	-5	-1.0	x	-2.3	-3	3
Cc1ccc(S(=O)(=O)NC(CC(=O)O)c2cccs2)cc1 (stereo unspecified)	-4	9	-4	-1	0	-1.9	-3	1.3	-3	-10
Cc1cccc(C)c1N1CCN(C(=O)Nc2ccc3c(c2)OCCO3)CC1	-5	-6	6	45*	3	-0.1	x	5.0	-3	-2
Cc1cccc(OCC(=O)NCCCNC(=O)c2ccccn2)c1	x	2	-1	-1	0	-1.4	-2	-0.3	0	-3
O=C1C2ON(c3ccccc3)C(c3ccncc3)C2C(=O)N1c1ccc(N2CCOCC2)cc1 (stereo unspecified)	x	-2	-7	-2	-14	-1.0	-3	-0.9	7	-15
CC1CCCC(NC(=O)COC(=O)c2cc(S(=O)(=O)N3CCOCC3)ccc2F)C1C (stereo unspecified)	3	2	-2	-2	16	0.1	x	0.7	4	-8
CCCCNC(=O)Cn1c2c(c(-c3ccccc3Cl)cc1=O)CCC2	x	-2	2	-2	-1	-1.4	-6	-7.9	3	-8
CN(CC(=O)Nc1cccc(F)c1)C(=O)CCc1nc2ccccc2c(=O)[nH]1	0	-4	-1	-3	5	-2.8	-3	-0.9	-1	-2
CS(=O)(=O)N(CC(=O)Nc1cccc(Cl)c1Cl)c1ccccc1	-3	-2	10	x	-1	-0.9	x	2.3	2	-5
CCN(CC)CCN1C(=O)c2ccccc2NC1c1ccc(Br)cc1 (stereo unspecified)	2	-10	0	0	-8	x	-14	-2.8	10	-8
C[C@H](NC(=O)c1ccco1)C(=O)NC1CCCCCC1	-12	5	1	-1	-3	-1.0	-2	-1.2	0	2

(further entries)
SMILES	CAL PDZ FP-1	V-ATPase pHluor	Tat transport	Wnt act	Rtt109 Vps75	CAL PDZ FP-2	MITF act	CDK5 p35 inh	cardiac RTF act	dFosB activator
CCOC(=O)C1(C)NC(c2ccc(O)cc2)C2C(=O)N(c3ccccc3)C(=O)C21 (stereo unspecified)	-3	1	-11	-2	0	0.5	x	-1.7	0	4
CCOCC(O)CNc1ccccc1 (stereo unspecified)	-1	-1	-7	0	-10	-0.7	-4	-0.4	4	-3
O=C(Nc1ccccc1)OCCN1CCOCC1	-2	1	0	1	-2	0.0	12	-0.2	-4	-4
CN=C1SC(CC(=O)Nc2ccc(C(C)=O)cc2)C(=O)N1C (stereo unspecified)	2	2	5	2	-2	1.0	-10	-4.1	2	-3
O=C(CCC1CCCN(C(=O)Cn2cnnn2)C1)NCc1ccccc1F (stereo unspecified)	3	-2	-1	0	4	-0.1	3	-0.7	-2	-4
CC(C)(C)NC(=O)/C(=C/c1ccccc1F)NC(=O)c1ccc([N+](=O)[O-])cc1	-4	-2	3	0	11	0.5	6	4.5	-3	4
CN(Cc1ncc[nH]1)C(=O)c1cc(COc2c(F)cccc2F)on1	-1	-1	13	-1	-2	-2.6	10	-1.0	-5	1
Cc1cc(NC(=O)C2CC(=O)OC2c2ccccc2)no1 (stereo unspecified)	x	-1	-5	x	-7	-0.8	-1	-1.1	-5	-3
